Assay outcomes as filed in PubChem BioAssay.
HEK293 tox: cytotoxic in the GLP-1 receptor inverse agonist counter-screen | actives 0.13% (n = 410,000) | Potency, µM (top dose mostly 38.3 µM), for the others: at the top dose activity change, negative = inhibition, actives largely listed as inhibitors | AID 624418 | HEK293 cAMP-luciferase reporter cells, luminescence, 24 h;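 further: loss of luciferase light is scored as toxicity; potency means the concentration at half of the fitted maximal effect; on the % scale 0 is the no-effect control and ±100 the full control effect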
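Compound-treated cells are incubated 24 hr at 37 deg C under 5% CO2 after a 12 hour attachment period, then luciferase detection reagent is added and luminescence is measured following 12 min at room temperature; lowered signal indicates toxicity.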
D3 antag: blocks the human D3 dopamine receptor; AID 652054; actives 2.5% (n = 360,000); D3R cells, DiscoveRx beta-arrestin luminescence, antagonist mode; hits give low values; max response, negative = inhibition, %; in the data active means max response below about -50%; inconclusive means no clear call, values can overlap the other calls; further: on the % scale 0 is the no-effect control and ±100 the full control effect; mostly tested at two doses, the higher about 12 µM
Target sequence (P35462 whole entry, looked up): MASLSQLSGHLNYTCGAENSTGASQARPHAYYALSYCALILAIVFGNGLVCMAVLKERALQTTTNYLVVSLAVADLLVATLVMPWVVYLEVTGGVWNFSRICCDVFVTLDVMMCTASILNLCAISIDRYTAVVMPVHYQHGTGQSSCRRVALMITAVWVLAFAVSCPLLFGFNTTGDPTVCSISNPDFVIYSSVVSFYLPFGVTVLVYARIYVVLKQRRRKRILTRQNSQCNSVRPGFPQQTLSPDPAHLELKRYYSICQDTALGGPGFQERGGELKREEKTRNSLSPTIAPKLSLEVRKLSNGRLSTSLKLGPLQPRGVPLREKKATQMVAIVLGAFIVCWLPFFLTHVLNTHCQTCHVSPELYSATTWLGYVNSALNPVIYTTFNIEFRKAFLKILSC
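Cells expressing the human receptor were seeded at 1500 cells/well, incubated overnight at 37 degrees C in 5% CO2, then exposed to library compounds with dopamine controls for 90 minutes at 37 degrees C before luminescent detection.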
DRD3 agonist: agonists of human D3 dopamine receptor. D3R DiscoveRx beta-arrestin cells, luminescence, 90 min. max activation, %. actives 0.58% (n = 410,000); in the data active means max activation above about 30%; further: 0% is about no effect; mostly tested at two doses, the higher about 12 µM
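Agonist-mode cell screen: cells plated at 1500/well and incubated overnight at 37 °C, then exposed to library compounds for 90 min at 37 °C. Detection reagent was added for 30–60 min at room temperature, and luminescence was read.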
KB-V1 cytotox: kills drug-selected multidrug resistant KB-V1 cells | KB-V1 MDR cells viability, CellTiter-Glo, 72 h | AID 1347076 | Potency, µM (doses to about 46.1 µM), for the others: at the top dose activity change, negative = cytotoxicity, actives largely listed as cytotoxic | actives 3.4% (n = 400,000); further: potency means the concentration at half of the fitted maximal effect; on the % scale 0 is the no-effect control and ±100 the full control effect; nearly all actives have a fitted effect of over 60% in size
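In this primary screen, KB-V1 cells overexpressing P-gp are incubated with library compounds (lowest to highest concentration) for 72 h at 37 degrees C before a luminescent ATP viability read.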
aSyn rescue: alpha-synuclein toxicity inhibition in yeast. actives 0.14% (n = 370,000). Yeast expressing alpha-synuclein, growth rescue, BacTiter-Glo, 24 h. Potency, µM (titrated, usually from 46.1 µM), for inactives: top-dose growth rescue (activation), actives largely listed as activators. AID 652106; further: potency means the concentration at half of the fitted maximal effect; % of control where 0% means no effect; nearly all actives have a fitted effect of over 65% in size
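Screening used galactose-induced yeast with toxic alpha-synuclein levels, exposed to compound for 24 hr at 30 deg C. Cell growth, read with BacTiter-Glo luminescence, gave the measured signal.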
TDP-43 yeast inh: rescues yeast growth from TDP-43 toxicity; actives 1.8% (n = 410,000); TDP-43 expressing yeast growth rescue, BacTiter-Glo, 24 h; Potency, µM (doses to about 46.1 µM), without a hit: at the top dose growth rescue (activation), actives largely listed as activators; further: potency means the concentration at half of the fitted maximal effect; % of control where 0% means no effect; nearly all actives have a fitted effect of over 50% in size
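Yeast cells expressing TDP-43 under galactose induction are exposed to compounds for 24 hr at 30 deg C. BacTiter-Glo luminescence measures growth, so protective compounds score as activators.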
GLP1R inv ag: GLP-1 receptor (human) inverse agonism; HEK293 GLP-1R CRE-luciferase, luminescence, 24 h; GLP-1R form is constitutively active; P43220; actives 1.6% (n = 410,000); AID 624417; Potency, µM (highest dose often 38.3 µM), for the others: at the top dose activity change, negative = inhibition, actives largely listed as inhibitors; further: potency means the concentration at half of the fitted maximal effect; on the % scale 0 is the no-effect control and ±100 the full control effect; nearly all actives have a fitted effect of over 55% in size
Target sequence (P43220 whole entry, looked up): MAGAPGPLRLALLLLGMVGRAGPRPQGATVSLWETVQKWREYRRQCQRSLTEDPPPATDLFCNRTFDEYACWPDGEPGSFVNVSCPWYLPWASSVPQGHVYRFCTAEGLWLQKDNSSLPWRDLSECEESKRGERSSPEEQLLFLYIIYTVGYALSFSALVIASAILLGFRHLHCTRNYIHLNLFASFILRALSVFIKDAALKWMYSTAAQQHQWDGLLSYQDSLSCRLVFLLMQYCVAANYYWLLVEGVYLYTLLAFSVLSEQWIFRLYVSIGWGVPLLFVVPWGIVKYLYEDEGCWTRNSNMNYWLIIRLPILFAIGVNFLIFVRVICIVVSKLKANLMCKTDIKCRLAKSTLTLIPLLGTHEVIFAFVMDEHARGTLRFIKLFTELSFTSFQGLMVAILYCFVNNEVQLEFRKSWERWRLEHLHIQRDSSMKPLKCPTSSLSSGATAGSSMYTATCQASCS
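Cells are plated, allowed 12 hours at 37 deg C, then treated with compounds for 24 hr before luciferase detection reagent is added and luminescence is read after 12 min at room temperature. The HEK293 line carries constitutively active GLP-1R with a cAMP-responsive reporter.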
GLP1R ag: agonists of human GLP-1 receptor. HEK293 GLP-1R CRE-luciferase, luminescence, 4-6 h; cells express a hypersensitive GLP-1R form. Potency, µM (top dose mostly 45.6 µM), inactives show at the highest dose activation, most hits filed as activators. actives 0.007% (n = 380,000); further: potency means the concentration at half of the fitted maximal effect; % of control where 0% means no effect
PTHR1 agonist: activates the human parathyroid hormone receptor PTHR1; Q03431; HEK293 GP2 PTHR1 cells, GloSensor cAMP luminescence, 1 h; Potency, µM (highest dose often 115 µM), for the others: top-dose activation, actives largely listed as activators; actives 0.075% (n = 410,000); AID 743266; further: potency means the concentration at half of the fitted maximal effect; nearly all actives have a fitted effect of over 55% in size; some results filed as inactive show a strong effect at the top dose; inactives centre near -15; many of its hits are not listed in these tables
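HEK-293-derived GP2 cells expressing PTHR1 and a GloSensor cAMP reporter, 3,000/well, plated overnight, given luciferin plus IBMX (each 0.5 mM as added) for 1 h at 37 °C, then compound for 1 h at 37 °C. Luminescence was read after 15 min at room temperature.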
An asterisk follows results filed as active; i = inactive; ? = inconclusive; . = no result given; [ ] = remark or other dose. Unless noted, the call rests on the fitted dose curve; in most records, active means well fitted curve in the direction sought with a large enough effect; inconclusive means small, poorly fitted or top-dose-only effect, or another doubt; inactive means no such curve, though single readings can be large; an effect the other way counts as inactive or inconclusive.

SMILES	HEK293 tox	D3 antag	DRD3 agonist	KB-V1 cytotox	aSyn rescue	TDP-43 yeast inh	GLP1R inv ag	GLP1R ag	PTHR1 agonist
CCOc1ccc(NC(=O)CSc2nc3ccsc3c(=O)n2CCCCC(=O)O)cc1	-4%	24	4	26%	0%	-4%	11%	2%	-3%
O=C(Cc1ccccc1)Nc1ccc(NC(=O)Cc2ccccc2)c(Cl)c1	8%	6	0	?	1%	-13%	6%	-12%	i
Cc1cccc2[nH]c(CN(C)C(=O)CC3C(=O)NCCN3CC(C)(C)C)nc12 (stereo not drawn)	7%	0	8	25%	-8%	-14%	18%	4%	-35%[inhibitor]
O=C(COc1cccnc1[N+](=O)[O-])NCc1ccc(F)cc1	-10%	1	1	-2%	8%	-5%	14%	11%	i
Cc1cc(=O)oc2cc(OCC(=O)N/N=C/c3ccccc3O)ccc12	5%	4	3	-1%	-2%	-10%	2%	8%	i
CN1CCN(C2CN(C3CCCC3)S(=O)(=O)C2)CC1 (stereo not drawn)	0%	12	-2	0%	-5%	7%	4%	0%	-18%
COc1cc(/C=C2\CCC(C)C3=C(c4cc(OC)c(OC)c(OC)c4)C(C#N)=C(N)OC32)cc(OC)c1OC (stereo not drawn)	2%	0	-4	0%	3%	12%	?	0%	-3%
CCOC(=O)/C(=N\O)C1=NC(C)(C)Cc2ccccc21	-3%	-7	2	18%	9%	-17%[9.22 µM]	-5%	11%	-24%
C(=NN=C(NN=Cc1cccs1)NN=Cc1cccs1)c1cccs1	?	1	9	?	-17%	24%	?	11%	i
CCc1cc(=O)oc2cc(OCC(=O)N(CC)CC)c(Cl)cc12	-25%	14	3	-12%	7%	16%	-26%	7%	-10%
Cc1onc(-c2ccccc2Cl)c1C(=O)N1CCCCC1C(=O)O (stereo not drawn)	0%	-20	-9	6%	-1%	-9%	10%	-6%	-13%
Cc1ccc(C)c(C(=O)CCC(=O)Nc2cccnc2)c1	-5%	20	-2	-13%	0%	11%	9%	-6%	-18%[57.5 µM]

SMILES	HEK293 tox	D3 antag	DRD3 agonist	KB-V1 cytotox	aSyn rescue	TDP-43 yeast inh	GLP1R inv ag	GLP1R ag	PTHR1 agonist
COc1ccc(C2=NS(=O)(=O)N(C)C(C(=O)N3CCC(C(N)=O)CC3)=C2)cc1	2%	9	5	0%	?	-3%	11%	-2%	-30%[inhibitor]
Cc1ccc(S(=O)(=O)N2CCN(CC(=O)Nc3ccnn3C3CCCC3)CC2)cc1	3%	-16	-3	0%	-3%	-21%	25%	-14%	-43%
CC(C)c1nc2sc3ccccc3c(=O)c2c(=O)n1Cc1ccccc1	1%	-6	-7	-29%	1%	-6%	?	0%	-33%[inhibitor]
O=C(NC1CC1)C1CCN(c2ccc(S(=O)(=O)N3CCOCC3)cc2Cl)CC1	10%	10	25	-4%	-1%	-10%	0%	4%	-15%
Cc1nccn1CCC1CCCCN1C(=O)CCc1nnc(-c2ccsc2)o1 (stereo not drawn)	-2%[7.66 µM]	-6	-1	-10%	2%	6%[9.22 µM]	-3%[7.66 µM]	5%	-67%
COc1cc(NC(=O)Nc2nnc([C@H]3C[C@H](O)[C@@H](CO)O3)s2)cc(OC)c1OC	0%	15	7	-2%	3%	0%	17%	0%	0%
COc1ccccc1C(=O)N/C(=C\c1cn(C)c2ccccc12)C(=O)N1CCCC1	-17%	2	1	-5%	10%	6%	?	9%	i
O=C(NNC(=O)c1ccccc1Br)c1ccc(Cl)c(Cl)c1	-17%	0	2	-12%	-1%	21%	7%	-11%	-11%[57.5 µM]
Cc1ccc(C(=O)Nc2ccc(Cl)cn2)cc1S(=O)(=O)N1CCOCC1	-3%	18	8	?	-5%	-4%	7%	1%	-6%[57.5 µM]
CC1(Br)C2CCCC1C2S(=O)(=O)c1ccccc1 (stereo not drawn)	-7%	-5	0	7%	12%	0%	-21%	-2%	-4%
Cc1ccc(N2C(=O)c3ccccc3C2C(=O)c2ccc(C)c(C)c2O)cc1 (stereo not drawn)	-1%	-17	-5	-13%	-29%	0%	?	11%	i
O=C(NNC(=O)c1ccc(-n2cncn2)c([N+](=O)[O-])c1)c1ccccc1	-2%	-19	-13	-3%	-6%	5%	1%	16%	-3%

SMILES	HEK293 tox	D3 antag	DRD3 agonist	KB-V1 cytotox	aSyn rescue	TDP-43 yeast inh	GLP1R inv ag	GLP1R ag	PTHR1 agonist
Cc1cccc(NC(=O)COC(=O)[C@@H]2CCCN2C(=O)c2cccs2)c1	10%	-23	-9	0%	11%	0%	13%	-1%	-22%
CCc1ccc(CN2CCC(n3nccc3NC(=O)c3cccc(F)c3)CC2)cc1	-6%	14	-5	?	0%	-9%	?	-5%	-19%
CC(C)=CCN1CCN(Cc2cc(F)ccc2-n2nc(C)cc2C)CC1CCO (stereo not drawn)	-13%	-22	-4	10%	0%	1%	-10%	-8%	-19%
N#C/C(=C\c1ccccc1OCc1ccc(C(=O)O)cc1)C(=O)Nc1ccc(O)cc1	4%	11	0	-2%	1%	?	46%[activator]	0%	-42%[inhibitor]
Cc1nc(N)sc1-c1csc(N(C)c2ccc(O)cc2)n1	-25%	10	20	?	-1%	-3%	0%	-1%	-35%[inhibitor]
COc1cc(C(=S)N2CCOCC2)cc(OC)c1OC(=O)c1ccccc1[N+](=O)[O-]	0%	-26	-22	0%	2%	-22%[1.82 µM]	-12%	18%	-22%
CCOC(=O)C1=C[C@@H](c2ccccc2)N(S(=O)(=O)c2ccc(C)cc2)[C@H]1c1ccccc1Cl	-7%	-1	3	-14%	-10%	5%	?	4%	-26%
COc1ccc(-c2noc(-c3ccc(Cl)cc3)n2)cc1	2%	13	1	2%	0%	21%	41%	-7%	-20%
Nc1ccc(-c2nc3cc(N)ccc3s2)cc1	19%	7	1	0%	0%	-19%	?	-21%	-39%[inhibitor]
COc1ccc(OC)c(S(=O)(=O)NC(=O)C2(C)CCN2C(=O)Cc2ccc(Cl)cc2Cl)c1 (stereo not drawn)	-1%	0	-20	3%	-9%	-12%	-27%	-1%	-7%
COc1cc(C2c3c(oc4ccccc4c3=O)C(=O)N2Cc2ccco2)ccc1O (stereo not drawn)	-1%	0	-8	-10%	-3%	-5%	90%[activator]	10%	-37%[inhibitor][57.5 µM]
O=C1CC(c2ccc(Cl)c([N+](=O)[O-])c2)c2ccc3ccccc3c2N1 (stereo not drawn)	-4%	1	2	?	6%	29%	?	-1%	i

SMILES	HEK293 tox	D3 antag	DRD3 agonist	KB-V1 cytotox	aSyn rescue	TDP-43 yeast inh	GLP1R inv ag	GLP1R ag	PTHR1 agonist
O=C(COC(=O)c1ccc(O)cc1O)c1ccc(Cl)cc1	-2%	3	4	18%	-2%	3%	?	18%	-21%
COc1cccc(NC(=S)N(CCc2nc3cc(C)c(C)cc3[nH]2)Cc2cccnc2)c1	9%	?	-14	?	3%	-16%	0%	-1%	20%[57.5 µM]
CN1CCN(c2ccc(NC(=O)c3ccc(C(F)(F)F)cc3)cn2)CC1	1%	-9	-5	?	-17%	-17%	?	6%	-6%
CC12CCC(=O)N1C(C(=O)NCCc1ccccc1)CS2 (stereo not drawn)	1%	3	8	0%	0%	3%	?	-2%	i
O=C(NCCN1CCOCC1)c1ccc2c(c1)ncn2C1CCCCC1	-7%	-4	-1	-2%	0%	1%	3%	3%	i
COc1ccc([N+](=O)[O-])cc1NC(=O)c1cn(-c2ccc(Cl)cc2)c(=O)c2ccccc12	-3%	-53*	-2	-1%	-8%	12%	5%	-12%	i
Cc1sc2nc(SCC(=O)NCCO)n(-c3ccccc3)c(=O)c2c1C	13%	-1	3	-11%	3%	22%	26%	9%	i
O=S(=O)(NCC1CCCO1)c1cc(Br)c(Br)s1 (stereo not drawn)	-6%	5	-22	-10%	0%	16%	?	-2%	i
CCc1nccn1Cc1cc(C=O)ccc1OC	0%	6	4	-3%	3%	18%[9.22 µM]	18%	4%	i
COC(=O)c1ccc(NC(=O)COC(=O)COc2cccc3c2OC(C)(C)C3)cc1	0%	1	3	0%	-1%[1.84 µM]	10%	7%	-2%	i
O=C(O)CC1(CC(=O)NCc2ccncc2)CCCCC1	-13%	3	13	6%	5%	15%	8%	-6%	i
CCn1c(=O)n(CC)c2cc(NS(=O)(=O)c3ccccc3)ccc21	10%	4	5	-20%	-7%	5%	21%	25%	i

In another format: two of the compounds above.
O=C(O)CC1(CC(=O)NCc2ccncc2)CCCCC1
  HEK293 tox: -13%
  D3 antag: 3
  DRD3 agonist: 13
  KB-V1 cytotox: 6%
  aSyn rescue: 5%
  TDP-43 yeast inh: 15%
  GLP1R inv ag: 8%
  GLP1R ag: -6%
  PTHR1 agonist: i
CCn1c(=O)n(CC)c2cc(NS(=O)(=O)c3ccccc3)ccc21
  HEK293 tox: 10%
  D3 antag: 4
  DRD3 agonist: 5
  KB-V1 cytotox: -20%
  aSyn rescue: -7%
  TDP-43 yeast inh: 5%
  GLP1R inv ag: 21%
  GLP1R ag: 25%
  PTHR1 agonist: i

Other compounds:
SMILES	HEK293 tox	D3 antag	DRD3 agonist	KB-V1 cytotox	aSyn rescue	TDP-43 yeast inh	GLP1R inv ag	GLP1R ag	PTHR1 agonist
Cc1ccc(S(=O)(=O)Nc2ccc3c(c2)nc2n3CCN(Cc3ccccc3)C2)cc1	5%	-51*	-26	16µM*	-6%	-16%	-8%	-11%	0%[57.5 µM]
O=C(O)Cc1coc2ccc3ccccc3c12	-3%	0	6	26%	1%	.	1%	-5%	i
O=Cc1ccc(-c2cccs2)s1	-19%	9	1	-12%	-6%	14%	?	-22%	i
CCCc1cc2c(=O)c(-c3ccccn3)c(C)oc2cc1O	?	-6	-16	-18%	0%	-15%	1%	0%	i
CCOc1ccc(NC(=O)C2CC(=O)N(C(C)C)C2)cc1 (stereo not drawn)	3%	21	-9	17%	3%	3%	14%	-6%	i

A portion of the library (hit frequency here may not be typical).
